From PubChem BioAssay
MC4R ag barr – agonists of human melanocortin 4 receptor (MC4R) beta-arrestin; P32245; U2OS MC4R beta-arrestin complementation, luminescence; percent of melanotan II response, DMSO zero; activation, % at 8.9 µM; 360,000 tested, 0.98% active; AID 540308;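 active = activation above a per-plate cutoff, the mean activation of sample wells on that plate plus 3 SD, cut at about 8% in these data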
NCOA3 inh – inhibitors of human steroid receptor coactivator 3 (SRC3); Q9Y6Q9; HEK293 GAL4-SRC3 luciferase reporter, luminescence; inhibition, % at 3.6 µM; 360,000 tested, 0.17% active; AID 588352;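 active = inhibition above a per-campaign cutoff, the mean of all compounds plus 3 SD, cut at about 60% in these data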;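 also: 0% = DMSO-treated cells and 100% = gossypol-treated cells at 36 µM; higher means less SRC3-driven luciferase light from the GAL4 reporter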
SRC2 inh – inhibits human steroid receptor coactivator 2. inhibition, % at 9 µM. Q15596. 370,000 tested, 0.17% active. HEK293 GAL4-SRC2 luciferase reporter, luminescence;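 active = inhibition above the mean inhibition of all tested compounds plus 3 SD, set per campaign, cut at about 52% in these data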;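 also: 0% = DMSO treated cells and 100% = cells given Gossypol at 36 µM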
MC4R antagonist – human MC4R antagonism in cAMP assay; P32245; MC4R-expressing cells, MTII-stimulated cAMP, LANCE TR-FRET; inhibition, % at 6.5 µM; 360,000 tested, 0.48% active; AID 540295;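 active = inhibition above its plate's cutoff, the mean of tested wells on that plate plus 3 SD, cut at about 29% in these data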;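 also: 0% = Melanotan II alone and 100% = Melanotan II plus saturating MCL0020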
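System: U2OS cells stably expressing human melanocortin 4 receptor (MC4R). Reagent: Melanotan II challenge after compound preincubation. Doses: 6.5 µM. Times: 30-min compound, 1-h challenge, 1-h detection, room temperature. Measured by: TR-FRET with Eu-cAMP and labeled anti-cAMP, 671 nm. Replicates: singlicate.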
LMP1 NFkB inh – reduces LMP1-driven NF-kappaB luciferase signal; 350,000 tested, 0.69% active; inhibition, % at 12.5 µM; LMP1-induced NF-kappaB luciferase reporter cells, luminescence; AID 504558; in the data active = inhibition above about 41%;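 also: 0% = neutral control wells and 100% = reference inhibitor control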
SRC1 inh – inhibits human SRC1 coactivator; Q15788; HEK293 GAL4-SRC1 luciferase reporter, luminescence; inhibition, % at 3.6 µM; 360,000 tested, 0.12% active; AID 588354;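 active = inhibition above the campaign mean plus 3 SD, with each screening campaign given its own cutoff, cut at about 60% in these data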;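 also: 0% = DMSO treated cells and 100% = gossypol at 36 µM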
TLR9-MyD88 inh – blocks human TLR9 binding to MyD88. Q9NR96+Q99836. CHO BLA complementation TLR9-MyD88, CCF4 FRET ratio. inhibition, % at 4.98 µM. 340,000 tested, 0.21% active;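 active = inhibition above the mean over all tested compounds plus 3 SD, cut at about 21% in these data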;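 also: 0% = DMSO only wells and 100% = clavulanate BLA inhibitor control wells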
NOD2 RIPK2 PPI – blocks binding of human NOD2 to RIPK2. O43353. CHO BLA complementation NOD2-RIPK2, CCF4 ratio. inhibition, % at 4.98 µM. 360,000 tested, 0.38% active; in the data active = inhibition above about 21%;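 also: 0% = vehicle only and 100% = reference blocker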
NR2F2 inh – NR2F2 (human) inhibition, primary screen | inhibition, % at 8.6 µM | P24468 | HEK293T NGFI-A luciferase reporter, luminescence | 370,000 tested, 0.7% active;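 active = inhibition above a per-plate cutoff, mean inhibition of test wells between control levels plus 3 SD, cut at about 38% in these data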;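 also: cells cotransfected with COUP-TFII expression vector driving the NGFI-A reporter; 0% = median of COUP-TF2 test wells and 100% = reporter-only cells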
Target sequence (P24468 whole entry, looked up): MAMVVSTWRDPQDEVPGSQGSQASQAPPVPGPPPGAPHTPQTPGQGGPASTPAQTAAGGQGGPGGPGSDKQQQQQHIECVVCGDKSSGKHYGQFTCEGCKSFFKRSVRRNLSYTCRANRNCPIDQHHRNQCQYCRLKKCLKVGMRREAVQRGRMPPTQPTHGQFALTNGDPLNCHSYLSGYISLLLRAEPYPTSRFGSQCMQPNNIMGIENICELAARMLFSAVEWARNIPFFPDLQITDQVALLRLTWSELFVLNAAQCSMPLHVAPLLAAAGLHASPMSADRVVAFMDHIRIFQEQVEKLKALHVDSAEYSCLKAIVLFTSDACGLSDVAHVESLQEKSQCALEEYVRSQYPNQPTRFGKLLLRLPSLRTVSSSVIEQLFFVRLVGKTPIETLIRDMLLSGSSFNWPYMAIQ
ABHD5-PLIN5 inh – inhibitors of human ABHD5-perilipin-5 interaction; Split G. princeps luciferase complementation, luminescence, 4 h; AID 602281; 360,000 tested, 0.78% active; Q00G26+Q8WTS1; inhibition, % at 4 µM;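 active = inhibition above the mean inhibition across every tested compound plus 3 SD, cut at about 22% in these data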;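 also: 0% = DMSO only wells and the 100% control is not disclosed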
LRH-1 inv ag – NR5A2 inverse agonism in reporter assay; inhibition, % at 3.6 µM; AID 602396; O00482; HEK293T StAR-luciferase reporter, LRH-1 transfected, 24 h; 360,000 tested, 0.13% active;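 active = inhibition above the mean inhibition of all tested compounds plus 3 SD, cut at about 73% in these data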;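 also: 0% = DMSO wells and 100% = reporter-only cells lacking LRH-1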
Target sequence (O00482 whole entry, looked up): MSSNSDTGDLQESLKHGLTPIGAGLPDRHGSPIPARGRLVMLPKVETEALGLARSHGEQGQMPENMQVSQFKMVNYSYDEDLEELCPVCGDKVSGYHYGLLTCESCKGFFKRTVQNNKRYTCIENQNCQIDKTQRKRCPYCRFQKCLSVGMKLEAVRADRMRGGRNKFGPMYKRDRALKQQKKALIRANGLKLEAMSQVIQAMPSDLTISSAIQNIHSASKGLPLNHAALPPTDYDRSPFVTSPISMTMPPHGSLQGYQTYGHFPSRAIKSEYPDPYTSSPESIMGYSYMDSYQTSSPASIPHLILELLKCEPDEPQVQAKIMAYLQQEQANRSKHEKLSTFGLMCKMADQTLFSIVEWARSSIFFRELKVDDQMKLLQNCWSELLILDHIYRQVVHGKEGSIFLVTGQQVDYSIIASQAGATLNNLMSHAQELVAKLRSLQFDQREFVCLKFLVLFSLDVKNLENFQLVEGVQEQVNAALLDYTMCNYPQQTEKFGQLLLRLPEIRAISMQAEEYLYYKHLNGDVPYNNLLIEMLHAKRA
Active calls of the source: *; . = no result given. An excerpt. The share of hits here may be higher or lower than overall.

SMILES	MC4R ag barr	NCOA3 inh	SRC2 inh	MC4R antagonist	LMP1 NFkB inh	SRC1 inh	TLR9-MyD88 inh	NOD2 RIPK2 PPI	NR2F2 inh	ABHD5-PLIN5 inh	LRH-1 inv ag
Cc1cc(C(=O)NN=C2CCCCC2)c2ccccc2n1	-1.2	21.9	14.1	-3.2	-3.3	4.8	-14.4	3.0	8.8	1.3	23.9
O=C(Nc1ccsc1C(=O)N1CCCCCC1)c1ccccc1	3.0	10.7	1.5	-9.2	-0.7	-43.9	-8.1	1.9	2.3	-2.3	5.4
COC(=O)c1ccc(COc2c(F)c(F)cc(F)c2F)o1	-1.1	-22.0	20.5	1.5	5.9	-16.0	-2.8	-0.5	-10.0	-2.9	-17.6
c1ccc(CSc2nnc3ccc(-c4ccco4)nn23)nc1	1.3	-2.7	-7.4	-1.3	-8.3	-11.8	-1.3	0.0	-20.2	-2.9	-5.3
O=C(COC(=O)c1ccc(S(=O)(=O)N2CCCC2)cc1)NCc1ccccc1	1.0	9.9	-13.0	-3.7	-2.3	-14.3	-7.5	-9.9	5.2	-1.0	0.9
Cc1ccc(S(C)=O)cc1-n1c(=O)n(Cc2ccccc2)c(=O)c2[nH]cnc21 (configuration not stated)	-7.0	-4.2	6.7	10.2	-2.8	-2.2	2.5	-4.7	-15.5	4.0	13.5
CC(=O)c1cc2c(s1)-c1cc(F)ccc1OC2	-1.7	13.8	-1.6	-2.4	-1.9	-13.9	14.4	8.1	-13.1	2.0	-12.1
CCc1ccc(NC(=O)C2CCCN2C(=O)NC2CCCCC2)cc1 (configuration not stated)	-0.7	10.7	-20.6	7.4	-1.1	-6.2	9.4	0.9	-11.4	3.7	5.1
COc1ccc(N(Cc2cc3cccc(C)c3[nH]c2=O)S(C)(=O)=O)cc1	-1.4	12.1	.	2.7	1.3	-7.9	9.0	1.0	.	3.5	6.5
COc1cccc(-n2nnc3c(=O)n(CC(=O)N4CCC(Cc5ccccc5)CC4)cnc32)c1	4.5	-9.5	23.8	7.1	3.7	-3.6	0.2	9.3	5.6	-1.2	25.0
CC(C)c1ccc(NC(=O)c2cc(S(=O)(=O)N3CCCCC3)c[nH]2)cc1	-1.4	-0.3	-10.8	2.7	0.7	-20.9	-3.8	7.6	-1.6	1.0	3.3
COc1ccc(N(C(=O)c2cnccn2)C(C(=O)NCc2ccccc2)c2ccc(O)cc2)cc1 (configuration not stated)	-1.6	-35.1	-58.3	1.0	-13.2	-51.3	11.3	0.3	-48.0	4.2	-41.6
Cc1ccccc1NC(=O)/C(=C/c1cccs1)NC(=O)c1ccco1	-0.8	17.7	13.9	15.2	2.1	9.1	-3.3	-6.1	2.9	8.1	-2.3
O=C(CCn1cccn1)Nc1ccc2c(c1)OCCO2	-0.4	15.7	-18.4	5.8	5.8	18.5	-3.5	-5.9	5.5	6.9	-3.9
CCN(C(=O)COC(=O)c1ccc([N+](=O)[O-])o1)c1cccc2ccccc12	-1.0	3.3	19.1	6.7	-7.3	-1.8	5.7	1.9	8.4	-3.7	4.2
CC(=O)N1CCN(C(=O)c2cccc(S(=O)(=O)N3CCN(c4ccccc4)CC3)c2)CC1	-0.5	21.7	-51.5	2.9	-2.1	5.2	2.2	-3.1	9.8	0.3	-0.8
O=C(c1ccc([N+](=O)[O-])cc1)N1CCCC1	-1.2	12.7	13.7	11.9	-5.2	-24.8	2.2	-7.6	-5.5	-2.6	2.3
CCn1c(P(C)(=O)O)nc2cc(NC(=O)c3ccccc3Cl)ccc21	-0.6	2.8	-15.8	0.5	-2.8	5.5	2.6	-0.9	0.0	-0.1	-3.6
COc1ccc(-c2nc3c(s2)CN(S(C)(=O)=O)CC3)cc1OC	-0.8	-22.3	-42.2	14.6	3.0	-28.5	5.3	-4.6	-4.9	2.1	-3.2
O=C(c1ccc2snnc2c1)N1CCSCC1	-1.1	-0.9	-6.4	6.6	-1.7	-23.2	-7.2	-14.1	-1.4	1.0	-16.6
COc1ccc(C(C)(C)C)cc1S(=O)(=O)N1CCN(C)CC1	-2.6	-3.2	13.8	0.7	-0.1	-0.7	-1.4	0.5	-2.2	0.7	7.3
O=C(Nc1ccc2oc(=O)ccc2c1)c1ccc2ccccc2c1	-1.9	-26.2	-52.6	14.9	1.8	-23.6	-3.6	-13.3	-6.5	2.6	-29.9
COc1ccc(/C=C(\NC(=O)c2ccccc2)C(=O)OC[C@@H]2CCC[N+]3(C)CCCCC23)cc1OC (some centres not stated)	-1.6	6.2	9.2	0.6	-0.6	-11.1	-1.9	-1.0	3.9	0.1	8.2
NS(=O)(=O)c1ccc(CCNC(=O)CN2CCN(S(=O)(=O)c3ccccc3F)CC2)cc1	-0.4	5.7	-12.2	5.8	.	10.6	.	15.1	6.9	-0.1	6.5
C=CC(C)Sc1nc2c(c(=O)n(C)c(=O)n2C)n1Cc1ccccc1Cl (configuration not stated)	-0.2	-2.8	-13.7	15.5	0.9	-3.1	-2.3	-0.6	-49.9	-4.8	24.6
CCOC(=O)N1CCN(C(=O)CN(c2cccc(C)c2)S(=O)(=O)c2ccc(C)cc2)CC1	0.4	18.7	7.3	8.2	-9.0	-11.7	9.7	6.8	0.9	-1.6	20.1
Cc1ccccc1N1CC(C(=O)N2CC(C)CC(C)C2)CC1=O (configuration not stated)	-2.4	19.6	15.0	-0.2	-4.8	-15.8	-0.8	2.9	-20.8	5.9	-3.0
COc1cccc(OC)c1C(=O)NC(C)c1ccccc1 (configuration not stated)	-2.9	5.3	-2.7	3.7	-1.6	7.4	6.9	-3.2	-6.0	-0.6	-7.2
COc1ccccc1-c1cccc(-c2nc(C(=O)N3CCCCC3)cc3c2[C@H](CCO)N(S(=O)C(C)(C)C)C3)c1 (some centres not stated)	.	-20.8	-9.2	.	.	26.4	.	-11.5	2.8	4.1	11.9
O=C(CSc1nnc(-c2ccc(O)cc2)o1)Nc1ccc2c(c1)OCCO2	-1.0	-26.1	-80.3	-15.5	-0.7	-60.2	8.2	-6.3	-25.1	-0.4	-88.6
COc1cccc2c1C(=O)c1c(O)c3c(c(O)c1C2=O)CC(O)(C(=O)CO)CC3OC1CC(N(C)C)C(O)C(C)O1 (configuration not stated)	-2.4	85.0*	58.0*	-23.2	87.3*	79.2*	7.0	20.0	45.2*	8.7	97.4*
COCC(=O)Nc1nnc(-c2cccs2)s1	2.3	-46.6	-1.8	1.0	-8.8	-61.1	0.1	-3.7	0.5	-4.0	-33.4
O=C(OCC(=O)N1CCCC1=O)C1CCN(S(=O)(=O)c2c(Cl)cccc2Cl)CC1	-1.6	-1.4	-14.2	4.5	6.3	-8.8	-0.6	-13.7	5.6	-1.8	11.3
CC1CC(C)CN(C(=O)CSC2=Nc3ccccc3C3=NC(Cc4c[nH]c5ccccc45)C(=O)N23)C1 (configuration not stated)	-1.6	0.4	.	4.6	-10.6	-25.1	2.8	1.7	.	-0.3	9.0
Cc1ccc(C)c2[nH]c(=O)c(CCNC(=O)CC(C)C)cc12	-1.8	-11.7	2.6	13.1	-0.4	4.4	8.4	2.0	20.6	1.7	-14.8
Cc1cc2c(cc1S(=O)(=O)NCCc1ccc(Cl)cc1)OCC(=O)N2	3.7	20.9	0.5	9.7	-6.4	5.3	-6.2	8.9	7.2	-4.9	4.1
CCOc1ccc(NC(=O)CN(C)C(=O)c2ccc(NC3CC3)c([N+](=O)[O-])c2)cc1OCC	-2.6	3.6	-3.0	0.0	5.7	-17.7	1.6	2.5	-13.8	-8.2	-8.0
CC(NC(=O)COC(=O)Cc1ccsc1)c1ccccc1 (configuration not stated)	-0.1	2.3	-3.1	6.3	-12.7	-15.2	7.3	5.5	10.2	1.6	-22.0
COc1ccccc1C(=O)NCC(=O)NCCCN1CCOCC1	-1.6	1.3	11.8	3.8	-1.1	-2.7	-3.3	-2.1	1.1	-5.3	-17.5
COc1ccccc1Oc1cc(-n2nc(C)cc2C)ncn1	-1.0	-18.8	-17.1	7.5	-0.9	-4.5	0.8	4.2	-3.9	-4.1	9.5
CCOCCCNC(=O)N[C@H](C(=O)OC)C(C)CC (some centres not stated)	0.2	-3.8	2.7	5.4	7.7	10.3	3.2	-5.8	10.0	-9.7	8.2
CCNc1nc(N)nc(Oc2ccc(OCCOc3ccc(Cl)cc3Cl)nn2)n1	-2.0	14.7	-0.3	-4.6	-3.2	-16.1	1.9	18.3	8.7	5.0	-14.5
CC(=O)Nc1ccc(S(=O)(=O)NC2(C(F)(F)F)NC(=O)N(c3ccc(C)cc3)C2=O)cc1 (configuration not stated)	1.0	6.7	1.0	-0.3	-4.3	5.4	0.2	-12.6	1.1	2.6	16.4
C(=N\Nc1ncnc2sc3c(c12)CCC3)/c1cccs1	-1.0	-10.7	8.1	-11.6	34.0	-15.4	-4.1	2.4	1.4	1.5	-7.1
C=CCn1c(SCC(=O)Nc2ccccc2)nc2scc(-c3cccs3)c2c1=O	-0.4	9.4	-16.4	11.2	8.3	0.6	-1.5	-11.2	-1.5	3.4	0.8
CCc1ccc(NC(=O)CSc2nnc(Cc3cccn3C)n2-c2ccc(OC)cc2)cc1	0.6	10.0	4.3	-0.7	-19.8	-18.8	-6.0	-8.4	22.6	4.5	-15.1
Cc1cc(C)cc(NC(=O)Cn2cc(C=O)c3ccccc32)c1	-0.4	-0.3	13.8	16.4	5.3	-59.6	1.5	-8.8	9.3	3.0	9.2
